Assay outcomes deposited in PubChem by National Center for Advancing Translational Sciences (NCATS).
L3MBTL1 inh – L3MBTL1 (human) inhibition; AlphaScreen L3MBTL1–H3K9me1 peptide binding; Potency, µM (top dose mostly 57.1 µM), for the others: at the top dose activity, negative = inhibition, actives largely listed as inhibitors; AID 485360; Q9Y468; 230,000 tested, 0.66% active; further: potency means the concentration at half of the fitted maximal effect; on the % scale 0 is the no-effect control and ±100 the full control effect; nearly all actives have a fitted effect of over 60% in size
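L3MBTL1 (50 nM) pre-complexed 30 min with biotinylated H3(1-15)K9me1 peptide (75 nM), then compounds added for 30 min at room temperature; AlphaScreen streptavidin donor/nickel chelate acceptor beads (10 ug/mL final) read after 30 min dark incubation.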
IMPase Li cell – cell-permeable IMPase inhibitors with lithium potentiation. CHO-M1 cells, IP1 TR-FRET (IP-One), carbachol + lithium. Potency, µM (highest dose often 59.4 µM), without a hit: top-dose activity, negative = IMPase inhibition, usual class: inhibitors. 210,000 tested, 0.35% active. AID 1457;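 further: IP1 builds up when IMPase is blocked and the TR-FRET signal falls; potency means the concentration at half of the fitted maximal effect; plate controls were basal vehicle for no effect and high inhibitor control for full effect; nearly all actives have a fitted effect of over 50% in size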
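Steps: plate 2000 CHO-M1 cells per well and culture 16–30 h; add compound and lithium; incubate 30 min, 37C; add d2-IP1 tracer and Eu cryptate anti-IP1 antibody in lysis buffer; read after 10 min at room temperature.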
KinaseGlo FLuc – Kinase-Glo luciferase inhibition (counter-screen) | Q27757 | Kinase-Glo luciferase, ATP luminescence, 8 min | Potency, µM (series often up to 38.3 µM), for the others: at the top dose activity change, negative = inhibition, usual class: inhibitors | 200,000 tested, 0.28% active; further: potency means the concentration at half of the fitted maximal effect; on the % scale 0 is the no-effect control and ±100 the full control effect; nearly all actives have a fitted effect of over 60% in size
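Luminescence was the read-out, taken after 8-minute incubation at ambient temperature. Luciferase turned over luciferin with 10 uM ATP in imidazole pH 7.2 buffer containing KCl, MgCl2, Tween 20 and BSA.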
Epigenetic derep – epigenetic control regulation, reporter derepression | murine LDR cells, GFP reporter derepression, 30 h | Potency, µM (highest dose often 53.9 µM), for the others: at the top dose GFP activation, actives largely listed as activators | 280,000 tested, 0.2% active | AID 1865; further: potency means the concentration at half of the fitted maximal effect; % of control where 0% means no effect; nearly all actives have a fitted effect of over 60% in size
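Readout is the number of GFP-expressing murine LDR cells, counted by cytometry following washing. Cells were treated with compound for 30 h at 37 C; the stably integrated CMV-GFP locus is normally silent.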
NPSR antagonist – antagonists of human neuropeptide S receptor cAMP signaling; CHO-NPSR cells, cAMP TR-FRET, antagonist mode; Q6W5P4; Potency, µM (highest dose often 38.3 µM), for inactives: at the top dose activity change, negative = inhibition, usual class: inhibitors; 220,000 tested, 1% active; further: potency means the concentration at half of the fitted maximal effect; on the % scale 0 is the no-effect control and ±100 the full control effect; nearly all actives have a fitted effect of over 50% in size; many of its hits are not listed in these tables
Target sequence (Q6W5P4 whole entry, looked up): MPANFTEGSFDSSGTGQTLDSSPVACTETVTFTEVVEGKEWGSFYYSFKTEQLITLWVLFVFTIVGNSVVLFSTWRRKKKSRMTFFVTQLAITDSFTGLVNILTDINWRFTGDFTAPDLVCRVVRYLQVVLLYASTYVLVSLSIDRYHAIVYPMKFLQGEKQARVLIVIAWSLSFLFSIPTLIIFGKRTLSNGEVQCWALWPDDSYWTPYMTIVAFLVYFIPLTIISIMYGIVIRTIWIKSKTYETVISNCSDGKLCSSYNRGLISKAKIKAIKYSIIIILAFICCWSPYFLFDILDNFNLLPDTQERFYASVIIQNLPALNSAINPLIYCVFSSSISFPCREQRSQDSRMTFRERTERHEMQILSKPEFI
CBFb-RUNX1 inh – inhibitors of human CBF-beta and RUNX1 interaction; Q01196+Q13951; AlphaScreen CBFb-His/RUNX1-biotin binding, biochemical; Potency, µM (top dose mostly 59.8 µM), without a hit: at the highest dose activity, negative = inhibition, usual class: inhibitors; 230,000 tested, under 10 active; AID 1477; further: % of control where 0% means no effect
Target sequence (Q01196 whole entry, looked up): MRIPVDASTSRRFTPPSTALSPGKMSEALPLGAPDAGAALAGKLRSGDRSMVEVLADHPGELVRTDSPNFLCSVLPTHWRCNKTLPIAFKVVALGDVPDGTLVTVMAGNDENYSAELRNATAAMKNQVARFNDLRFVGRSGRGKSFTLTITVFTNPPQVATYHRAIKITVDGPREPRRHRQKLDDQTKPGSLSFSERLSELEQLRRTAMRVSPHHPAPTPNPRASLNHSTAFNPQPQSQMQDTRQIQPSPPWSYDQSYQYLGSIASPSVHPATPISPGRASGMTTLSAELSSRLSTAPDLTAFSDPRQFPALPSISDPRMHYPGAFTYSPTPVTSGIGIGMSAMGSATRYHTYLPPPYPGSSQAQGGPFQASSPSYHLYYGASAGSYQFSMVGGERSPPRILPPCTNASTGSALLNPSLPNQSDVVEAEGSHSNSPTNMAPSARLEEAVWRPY
Target sequence (Q13951 whole entry, looked up): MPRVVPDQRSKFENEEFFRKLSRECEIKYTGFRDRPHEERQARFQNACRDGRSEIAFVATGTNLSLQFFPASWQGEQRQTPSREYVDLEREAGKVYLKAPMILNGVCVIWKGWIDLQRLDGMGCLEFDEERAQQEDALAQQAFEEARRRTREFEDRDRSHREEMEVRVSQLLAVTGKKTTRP
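Inhibition was taken as any reduction in AlphaScreen signal from the CBF-beta–RUNX1 pair (His and biotin tags, 30 nM each), measured after compound (15 min) and bead (90 min) incubations at room temperature.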
HTT aggregate – reduces HttQ103-GFP aggregates in PC12 cells. PC12 HttQ103-GFP aggregates, Acumen cytometry, 40 h. Potency, µM (titrated, usually from 46.1 µM), without a hit: at the highest dose activity change, negative = inhibition, actives largely listed as inhibitors. 220,000 tested, 1.1% active. AID 1688; further: potency means the concentration at half of the fitted maximal effect; on the % scale 0 is the no-effect control and ±100 the full control effect; nearly all actives have a fitted effect of over 60% in size
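Inducible Q103 Huntingtin exon 1–GFP PC12 line, 1500 cells/well in phenol red free DMEM with 5% equine and 5% calf serum. Tebufenozide 100 nM induced expression; compounds titrated; aggregates quantified by cytometry.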
The depositor's hits bear a star; ? = inconclusive; nt = not tested or not shown; & = joins results of further samples; [ ] = remark or other dose. The call rests on the fitted dose curve; in most records, active means well fitted curve in the direction sought with a large enough effect; inconclusive means small, poorly fitted or top-dose-only effect, or another doubt; inactive means no such curve, though single readings can be large; an effect the other way counts as inactive or inconclusive. The list is partial, so the mix of outcomes need not match the whole.

SMILES | L3MBTL1 inh | IMPase Li cell | KinaseGlo FLuc | Epigenetic derep | NPSR antagonist | CBFb-RUNX1 inh | HTT aggregate
O=C(CSC(=S)N1CCOCC1)Nc1nccs1 | nt | nt | nt | 0.1% | 0.7% | -6.1% | 6.1%[9.22 µM]
CCn1c2ccccc2c2nnc(SCc3ccc(C(=O)OC)o3)nc21 | -26.4% | 11.8%[38.3 µM] | 0.4% | 2.5% | ? | -1.7% | 22.3%
CCOc1ccc(NC(=S)NCc2ccc3c(c2)OCO3)cc1 | -18.6% | nt | nt | 0.1% | -4.4% | -2.4% | 11.0%[9.22 µM]
CCCOP(=O)(OCCC)c1c([N+](=O)[O-])cc(C(F)(F)F)cc1[N+](=O)[O-] | nt | -8.8%[38.3 µM] | 4.9% | -3.0% | -18.3%[46.1 µM] | -4.2% | 1.5%[9.22 µM]
CN(CCc1ccc(Cl)c(Cl)c1)CCN1CCCC1 | nt | ? | 0.2% | 0.0%&0.8% | nt | ? | nt
Cc1ccc(-n2cc[nH]c2=S)c(C)c1 | 11.4% | -1.1% | 2.1% | -3.5% | 11.1% | 2.4% | 4.4%
CCOC(=O)c1oc2ccccc2c1NC(=O)c1ccc(Cl)s1 | 15.8% | 35.4%[activator][38.3 µM] | 6.6% | 0.0% | -15.3%[46.1 µM] | 7.9% | 7.9%
O=C(NCCCN1CCN(Cc2ccccc2)CC1)c1nnc(Cc2c(F)cccc2Cl)o1 | -0.1% | 25.5%[38.3 µM] | -0.5% | 0.8% | 12.5%[46.1 µM] | -1.7% | 13.8%
CCN1C(=O)N[C@@H](c2ccco2)C(C(=O)OC)=C1C | nt | -7.1% | -0.8%[7.66 µM] | nt | nt | -0.7%[13.1 µM] | nt
CC(C)C(=O)Nc1ncc(C(F)(F)F)cc1Cl | 0.9% | 0.3%[38.3 µM] | -2.8% | 1.9% | 1.1%[46.1 µM] | 6.3% | 13.9%
CCOc1ccc(NC(=O)CN(c2cc(C)cc(C)c2)S(=O)(=O)c2c(C)noc2C)cc1 | 19.7% | 17.0% | 2.6% | 1.0% | -19.8%[46.1 µM] | 1.1% | -5.2%
CCOC(=O)CSc1nc2c(sc(=S)n2CCc2ccccc2)c(=O)n1Cc1ccco1 | -0.8% | 10.2%[38.3 µM] | 1.2% | 0.0% | -29.4%[46.1 µM] | 0.2% | -7.7%
CCOc1ccc(Nc2nc(N)nc(CSC(=S)N3CCN(c4ccccc4)CC3)n2)cc1 | ? | nt | nt | 0.0% | -17.8% | ? | 0.0%[9.22 µM]
O=C(c1ccc(Oc2ccc(C(F)(F)F)cn2)cc1)N1CCN(c2ccccc2)CC1 | -9.4% | 8.1%[38.3 µM] | -4.9% | 0.4% | ? | 1.5% | ?
Cc1csc(NC(=O)CSc2nnc(-c3ccoc3C)o2)n1 | 6.7% | 21.2%[38.3 µM] | 3.0% | 4.3% | 1.3%[46.1 µM] | 14.5% | -10.9%
Cc1noc(NS(=O)(=O)c2ccc(N/C=C\C(=O)c3cccs3)cc2)c1C | -8.0% | 11.0% | 2.2% | -1.1% | -22.5% | -12.9% | nt
Cc1cc(C(c2ccc(C)o2)c2ccc(C)o2)c(O)c([N+](=O)[O-])c1 | nt | 46.2%[activator][38.3 µM] | -1.4% | 0.0% | -13.9%[46.1 µM] | ? | -7.9%[9.22 µM]
CCOC(=O)C1=NNC(C(=O)c2ccc(Cl)cc2)C1c1ccc(OC)cc1 (stereo unspecified) | -9.0% | 4.6% | 1.7% | 4.2% | -48.8% | -10.8% | 16.0%
COc1ccc(NC(=O)c2ccc(-c3ccc(-c4noc(C)n4)cc3C)cc2)cc1N1CCN(C)CC1 | -17.9% | 27.8%&19.4% | -3.5%&-2.7% | 15.7%&3.0% | ? | ? | nt
Cc1nnc2n(Cc3ccccc3)c(=O)c3c4c(sc3n12)CCCC4 | nt | 37.9%[activator][38.3 µM] | -0.8% | 0.0% | -5.2%[46.1 µM] | 3.9% | -5.6%
Cc1ccc(N/N=C(\C#N)C(N)=S)c(C)c1 | -6.7% | 4.4% | 1.1% | -1.3% | -19.8% | -1.5% | 17.2%
COC(=O)c1ccc(C)c(NC(=O)CCc2cc(OC)c(OC)c(OC)c2)c1 | -5.3% | 2.3% | 2.0% | 1.0% | 9.0% | -0.9% | -6.4%
COc1ccc(S(=O)(=O)N(CCCN2CCOCC2)Cc2cccc3ccccc23)cc1 | nt | 34.7%[activator][38.3 µM] | 0.0% | -1.0% | 1.1%[46.1 µM] | 18.7% | -9.6%[9.22 µM]
Cc1ccc(CNC(=O)c2ccc3c(=O)[nH]c4c(C(=O)NCC5CCCO5)sc(=S)n4c3c2)cc1 (stereo unspecified) | nt | -10.8% | -0.1% | 0.9% | -45.7% | -7.5% | 5.1%

Pulled by compound from above, 2 records:
SMILES | L3MBTL1 inh | IMPase Li cell | KinaseGlo FLuc | Epigenetic derep | NPSR antagonist | CBFb-RUNX1 inh | HTT aggregate
CCOc1ccc(Nc2nc(N)nc(CSC(=S)N3CCN(c4ccccc4)CC3)n2)cc1 | ? | nt | nt | 0.0% | -17.8% | ? | 0.0%[9.22 µM]
COc1ccc(S(=O)(=O)N(CCCN2CCOCC2)Cc2cccc3ccccc23)cc1 | nt | 34.7%[activator][38.3 µM] | 0.0% | -1.0% | 1.1%[46.1 µM] | 18.7% | -9.6%[9.22 µM]

A stretch of the results above, as a working copy:
SMILES | L3MBTL1 inh | IMPase Li cell | KinaseGlo FLuc | Epigenetic derep | NPSR antagonist | CBFb-RUNX1 inh | HTT aggregate
COC(=O)c1ccc(C)c(NC(=O)CCc2cc(OC)c(OC)c(OC)c2)c1 | -5.3% | 2.3% | 2.0% | 1.0% | 9.0% | -0.9% | -6.4%
COc1ccc(S(=O)(=O)N(CCCN2CCOCC2)Cc2cccc3ccccc23)cc1 | nt | 34.7%[activator][38.3 µM] | 0.0% | -1.0% | 1.1%[46.1 µM] | 18.7% | -9.6%[9.22 µM]

(listing goes on)
SMILES | L3MBTL1 inh | IMPase Li cell | KinaseGlo FLuc | Epigenetic derep | NPSR antagonist | CBFb-RUNX1 inh | HTT aggregate
CC1(C)NC(=O)N(CCCOc2ccc3c(c2)CCC3)C1=O | -2.9%[11.4 µM] | 8.1%[38.3 µM] | 1.3% | 0.0% | 9.8%[46.1 µM] | 9.2% | -16.3%
O=C(CN1CCN(Cc2ccccc2Cl)CC1)N/N=C/C=C\c1ccccc1[N+](=O)[O-] | -0.9% | -1.2% | -1.2% | 0.0% | -12.4%[46.1 µM] | -4.4% | -0.5%
C#CCOCCOCCOCCNc1nc(N2CCN(C(=O)[C@H]([C@@H](C)CC)n3cc(CCCN=C(N)N)nn3)CC2)nc(N2CCN(C(=O)[C@H](Cc3ccc(O)cc3)n3cc(CCO)nn3)CC2)n1 | 5.3% | 9.1% | 0.7% | 4.8% | 11.0% | 0.8%[2.36 µM] | 2.8%
COCC(=O)Nc1ccc(S(=O)(=O)Nc2cc(C)nc(C)n2)cc1 | nt | 35.9%[38.3 µM] | -2.1% | 0.0% | 0.5%[46.1 µM] | 6.4% | -6.2%
CN(C)C(=O)CSc1nnc(C23CC4CC(CC(C4)C2)C3)o1 | nt | 17.2%[38.3 µM] | 0.0% | 1.2% | -12.2%[46.1 µM] | 7.9% | 3.0%
CC(=O)Nc1nnc(CCN2CCCCC2)s1 | -8.3% | 0.4%[38.3 µM] | -2.3% | -0.4% | -5.3%[46.1 µM] | -2.8% | -5.5%
COCCN(CCOC)c1nc(N)c2c(N)nc3c(c2c1C#N)CC(=O)N3Cc1ccc(Cl)cc1 | 3.0% | 6.0% | 0.3% | 0.0% | -5.7% | -10.4% | -3.9%
Cc1ccc(-n2nnnc2C(=Cc2ccc(N(C)C)cc2)c2nnnn2-c2ccc(C)cc2)cc1 | -1.2% | -1.6%[38.3 µM] | 1.3% | ? | ? | 8.1% | -19.2%
COc1ccc(S(=O)(=O)N2CCC(=O)N2)cc1 | 0.4% | -6.6%[38.3 µM] | 1.5% | 0.0% | 1.7%[46.1 µM] | -0.6% | ?
Cc1c(C=N)c(O)n(C)c(=O)c1C#N | nt | nt | nt | 0.0% | 3.0% | 6.7% | 10.9%[9.22 µM]
CSc1ncccc1C(=O)OCc1ccccc1 | 30.0%[activator] | -9.8%[38.3 µM] | -5.5% | -1.6% | -12.4%[46.1 µM] | 23.9% | -0.9%
COc1cccc(C2C([N+](=O)[O-])=C(N)Oc3cc(C)oc(=O)c32)c1 (stereo unspecified) | 2.8% | nt | nt | 3.2% | 9.7% | 3.7% | 0.0%[9.22 µM]
Clc1cc2nc[nH]c2cc1Cl | nt | nt | nt | 1.1% | 6.1% | 6.2% | -4.8%[9.22 µM]
O=C1NCN(c2ccccc2)C12CCN(CCCC(c1ccc(F)cc1)c1ccc(F)cc1)CC2 | ? | 20.2%&21.7%&26.2%&19.9%&-1.6% | -7.9% | ? | 12.6µM* | -10.0% | 14.1µM*
CCOC(=O)CCSCC(=O)Nc1cc(C)on1 | 28.2% | 23.9%[38.3 µM] | -1.6% | -1.7% | -21.3%[46.1 µM] | -2.4% | ?
O=c1c2c3c(sc2[nH]c(=S)n1Cc1ccco1)CCC3 | 25.1µM* | nt | nt | -1.6% | ? | ? | 6.4%[9.22 µM]
CCn1c(CNc2ccc(Cl)cc2)nnc1SCc1ccc(C)cc1 | 11.0% | 16.6% | 1.2% | -1.0% | -13.7%[46.1 µM] | -2.7% | ?
Cc1cccc(C2CC(c3ccc(F)cc3)Nc3nc(N)nn32)c1 (stereo unspecified) | -3.1% | 7.3%[38.3 µM] | -0.4% | 0.7% | -1.5%[46.1 µM] | 2.0% | -0.7%
Cc1cc(S(=O)(=O)Nc2c(C(=O)O)[nH]c3ccccc23)ccc1F | 0.1% | -18.5%[38.3 µM] | -2.1% | -1.1% | 13.9%[46.1 µM] | 14.8% | ?
CC(C)N(C(=O)c1ccc(-c2ccccc2F)cc1)C(C)C | -1.0% | nt | nt | 2.9% | ? | -0.1% | -3.8%[9.22 µM]
CCOc1ccc(-n2c(O)c(/C=N/Nc3nc(C)cc(C)n3)c3ccccc3c2=O)cc1 | nt | -1.1% | 1.0% | 0.0% | -21.6% | -6.1% | ?
Cc1ccc(CNc2ncnc(N)c2[N+](=O)[O-])cc1 | 8.9% | 3.2% | -1.4% | -0.5% | 17.4% | 0.5% | 4.47µM*
Cc1ccc2nc(-c3ccc4c(c3)OCCO4)cc(C(=O)O)c2c1 | 13.0% | -13.4% | 5.5% | -9.6% | -4.9%[46.1 µM] | 5.5% | 2.3%
CC(=O)c1ccc(NC(=O)c2ccc(CNc3c(N4CCCC4)c(=O)c3=O)cc2)cc1 | 0.3% | nt | nt | 0.0% | -16.3% | -2.8% | 3.2%[9.22 µM]
